# Rhodamine fluor: rhodamine region autofluorescence; Rhodamine-region fluorescence, 547/598 nm, Tris buffer; hits give high values; max dye-equivalent concentration, M; 0.05% of 59,000 active; AID 594; in the data active = max dye-equivalent concentration above about 11 nM
#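 Steps: pin-transfer compounds into pH 8.0 Tris (100 mM), hold 15 min at room temperature, image with a 547/598 nm filter pair, and convert intensities to rhodamine-equivalent concentration using a six-point on-plate rhodamine series.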
# Calls only; i = inactive.
no. | Rhodamine fluor | SMILES
1 | i | COc1ccc(/C=N/n2cncn2)cc1COc1ccc(NC(C)=O)cc1
2 | i | CCCCC[C@H](O)/C=C/[C@@H]1[C@@H](CCCCCCC(=O)O)[C@@H](O)C[C@H]1O
3 | i | N#CC1=C(C=Nc2ccccc2O)CCC1
4 | i | COc1ccccc1C1/C(=C(/O)c2ccc(C)cc2)C(=O)C(=O)N1CCN1CCOCC1 (stereo not given)
5 | i | O=C(C1CC1(c1ccccc1)c1ccccc1)N1CCOCC1 (stereo not given)
6 | i | COCCNC(=O)c1c(N)n(CCC2=CCCCC2)c2nc3ccccc3nc12
7 | i | CCCOC(=O)C1[C@H]2C(=O)N(Cc3ccco3)C[C@]23C=C[C@H]1O3 (stereo not given in full)
8 | i | CC(NC(=O)NCCCn1ccnc1)(C(F)(F)F)C(F)(F)F
9 | i | CCCOc1ccc(CSC(CC(=O)O)C(=O)O)cc1 (stereo not given)
10 | i | COc1cccc(C(=O)c2sc(NC(C)C)nc2N)c1
11 | i | CN(CCOC(=O)c1ccc2c(c1)OCCO2)Cc1ccccc1
12 | i | C/C(CC1(O)C(=O)N(Cc2ccccc2)c2ccccc21)=N\O (stereo not given)
13 | i | COc1cc(OC)cc(C(=O)N2CCC(N3CCN(c4ccccc4)CC3)CC2)c1
14 | i | CCOC(=O)C(C)Sc1nc(-c2cccs2)ccc1C#N (stereo not given)
15 | i | Nc1ncnc2nc(SCc3ccccc3)[nH]c12
16 | i | C=CCOC(=O)C1=C(C)NC(SCC(=O)N(CC)CC)=C(C#N)C1c1ccco1 (stereo not given)
17 | i | CC(=O)c1c(N)nc2n(c1=O)CCCCC2
18 | i | CCOc1ccc(C2=Nn3c(nnc3-c3cccnc3)SC2)cc1
19 | i | O=C1C(=O)N(Cc2cccnc2)C(c2ccccn2)/C1=C(/O)c1ccc(F)cc1 (stereo not given)
20 | i | CCOc1ccc(-c2nc(C#N)c(NCC(C)C)o2)cc1
21 | i | CN(CCO)CC(O)Cn1cnc2c1c(=O)n(C)c(=O)n2C (stereo not given) (tested in a mixture with another compound)
22 | i | CCCOc1ccc(/C(O)=C2/C(=O)C(=O)N(CCCn3ccnc3)C2c2cccs2)cc1 (stereo not given)
23 | i | COCc1[nH]nc2c1C(c1sccc1C)C(C#N)=C(N)O2 (stereo not given)
24 | i | CCC(=O)c1ccc(O)cc1
25 | i | Cc1cccc(C)c1OCC(=O)Nc1cccc(-c2nnc(-c3ccccc3)o2)c1
26 | i | O=S(=O)(NCc1cccnc1)c1cccc2nsnc12
27 | i | CC(=O)Nc1cccc(NC(=O)CSc2nc(C)c(C)c(C)c2C#N)c1
28 | i | COc1ccc(N2C(=O)C3C(C2=O)C2C=CC3C23CC3)c(OC)c1 (stereo not given)
29 | i | CCOc1cccc(-c2nn3c(-c4ccco4)nnc3s2)c1
30 | i | O=C1CC(C(=O)O)c2ccccc2N1 (stereo not given)
31 | i | CCOc1cccc(NC(=O)C2CC(=O)NC(=Nc3ccccc3)S2)c1 (stereo not given)
32 | i | CSc1nnc(C)c(=O)[nH]1
33 | i | CCOc1cc(CN2CCOCC2)cc(C(C)=O)c1
34 | i | COc1cc(C(=O)NCC(=O)n2nc(C)cc2C)cc(OC)c1OC
35 | i | Cc1ccc(N2C(=O)C3ON(c4ccccc4)C(c4ccncc4)C3C2=O)cc1 (stereo not given)
36 | i | CCN1CCCC1Cn1cnc2c([nH]c3ccc(C)cc32)c1=O (stereo not given)
37 | i | O=C(NCc1cccnc1)c1ccc(=O)oc1
38 | i | CCOC(=O)C1/C(=N\O)CC(C)(O)C(C(=O)OCC)C1c1ccc(OC)c(OC)c1 (stereo not given)
39 | i | CCCCC(=O)O[C@]1(C(=O)CO)CC[C@H]2[C@@H]3CCC4=CC(=O)CC[C@]4(C)[C@H]3[C@@H](O)C[C@@]21C
40 | i | CS(=O)(=O)c1ccc2nc(NC(NC(=O)c3ccco3)(C(F)(F)F)C(F)(F)F)sc2c1
41 | i | COc1nc(NS(=O)(=O)c2ccc(C)cc2)nc(C)c1Cl
42 | i | Cc1ccc(S(=O)(=O)N2CCN(c3nc(C)c4c(c3C#N)CC(C)(C)OC4)CC2)cc1
43 | i | CCCCC(=O)C1CCN(Cc2ccccc2)CC1
44 | i | COc1ccc(C=NCCCN2CCOCC2)cc1
45 | i | COc1cccc(-c2nc(N3CC(C)CC(C)C3)c3ccccc3n2)c1O (stereo not given)
46 | i | CSc1nc(Oc2ccc(=O)[nH]n2)nc(N(C)C)n1
47 | i | CCC(=O)Nc1nc2ccccc2n1CCN(C)C
48 | i | CCCCOc1ccc(CN(C)c2ncnc(N)n2)cc1
49 | i | O=S(CCc1ccncc1)Cc1ccccc1 (stereo not given)
50 | i | CCCCC(=O)O[C@H]1CC[C@H]2[C@@H]3CCc4cc(O)ccc4[C@H]3CC[C@]12C

# Some of these compounds in order of length of the SMILES, low to high.
no. | Rhodamine fluor | SMILES
24 | i | CCC(=O)c1ccc(O)cc1
32 | i | CSc1nnc(C)c(=O)[nH]1
49 | i | O=S(CCc1ccncc1)Cc1ccccc1 (stereo not given)
44 | i | COc1ccc(C=NCCCN2CCOCC2)cc1
37 | i | O=C(NCc1cccnc1)c1ccc(=O)oc1
47 | i | CCC(=O)Nc1nc2ccccc2n1CCN(C)C
33 | i | CCOc1cc(CN2CCOCC2)cc(C(C)=O)c1
48 | i | CCCCOc1ccc(CN(C)c2ncnc(N)n2)cc1
26 | i | O=S(=O)(NCc1cccnc1)c1cccc2nsnc12
46 | i | CSc1nc(Oc2ccc(=O)[nH]n2)nc(N(C)C)n1
29 | i | CCOc1cccc(-c2nn3c(-c4ccco4)nnc3s2)c1
21 | i | CN(CCO)CC(O)Cn1cnc2c1c(=O)n(C)c(=O)n2C (stereo not given) (tested in a mixture with another compound)
36 | i | CCN1CCCC1Cn1cnc2c([nH]c3ccc(C)cc32)c1=O (stereo not given)
34 | i | COc1cc(C(=O)NCC(=O)n2nc(C)cc2C)cc(OC)c1OC
31 | i | CCOc1cccc(NC(=O)C2CC(=O)NC(=Nc3ccccc3)S2)c1 (stereo not given)
45 | i | COc1cccc(-c2nc(N3CC(C)CC(C)C3)c3ccccc3n2)c1O (stereo not given)
28 | i | COc1ccc(N2C(=O)C3C(C2=O)C2C=CC3C23CC3)c(OC)c1 (stereo not given)
35 | i | Cc1ccc(N2C(=O)C3ON(c4ccccc4)C(c4ccncc4)C3C2=O)cc1 (stereo not given)
38 | i | CCOC(=O)C1/C(=N\O)CC(C)(O)C(C(=O)OCC)C1c1ccc(OC)c(OC)c1 (stereo not given)
42 | i | Cc1ccc(S(=O)(=O)N2CCN(c3nc(C)c4c(c3C#N)CC(C)(C)OC4)CC2)cc1
50 | i | CCCCC(=O)O[C@H]1CC[C@H]2[C@@H]3CCc4cc(O)ccc4[C@H]3CC[C@]12C
40 | i | CS(=O)(=O)c1ccc2nc(NC(NC(=O)c3ccco3)(C(F)(F)F)C(F)(F)F)sc2c1
39 | i | CCCCC(=O)O[C@]1(C(=O)CO)CC[C@H]2[C@@H]3CCC4=CC(=O)CC[C@]4(C)[C@H]3[C@@H](O)C[C@@]21C

# (cont.)
no. | Rhodamine fluor | SMILES
51 | i | CCCOc1cccc(-c2nnc(N)s2)c1
52 | i | CCCCn1c(C)cc2cc(O)ccc21
53 | i | O=C(c1ccc(=O)oc1)N1CCOCC1
54 | i | CC(C)OC(=O)CC1=NC(=O)CS1
55 | i | COc1ccc(C2CC(=O)c3sc(N)nc3C2)cc1 (stereo not given)
56 | i | Cc1cccn2c(=O)c3cc(C#N)c(=N)n(Cc4ccncc4)c3nc12
57 | i | Cn1nnnc1SCC1=C(C(=O)O)N2C(=O)[C@@H](NC(=O)[C@H](O)c3ccccc3)[C@H]2SC1
58 | i | Cc1cccc(NC(=O)c2c(C)cc(=O)oc2C)n1
59 | i | CCOC(=O)C(c1ccccc1)N1CCN(c2ccc(OC)cc2)CC1 (stereo not given)
60 | i | CC(C)(C)c1ccc(O)c(N)c1
61 | i | CCCc1nnc(SCc2ccc(OCC)cc2)n1N
62 | i | CCCSc1nnc(NC(=O)Nc2ccc(F)cc2)s1
63 | i | COC(=O)c1cc(Br)c(=O)n(Cc2ccco2)c1
64 | i | COc1cccc(Cn2c(NCc3ccccn3)nc3c2c(=O)n(C)c(=O)n3C)c1
65 | i | COc1ccc(OCC(=O)N2CCN(C(=O)c3cccc4ccccc34)CC2)cc1
66 | i | CCCc1nc2n[nH]c(N)c2c2c1CCCC2
67 | i | Cc1nnc2n(-c3ccccc3)c(=O)c3c4c(sc3n12)COC(C(C)C)C4 (stereo not given)
68 | i | CC(C)Oc1ccc(Cc2c(O)nc(NCCCN(C)C)[nH]c2=O)cc1
69 | i | CC(C)NC(=O)N1CCOCCOCCN(C(=O)NC(C)C)CCOCCOCC1
70 | i | CCCCSc1nnc2n(CCc3ccccc3)c(=O)c3c4c(sc3n12)COC(C)(C)C4
71 | i | N#C/C(C(=O)NCc1ccccc1)=C1\SC(CCO)C(=O)N1c1ccccc1 (stereo not given)

# Of the compounds above, 2 have a CF3 group:
no. | Rhodamine fluor | SMILES
8 | i | CC(NC(=O)NCCCn1ccnc1)(C(F)(F)F)C(F)(F)F
40 | i | CS(=O)(=O)c1ccc2nc(NC(NC(=O)c3ccco3)(C(F)(F)F)C(F)(F)F)sc2c1

# Bioassay records deposited in PubChem by National Center for Advancing Translational Sciences (NCATS).

# A portion of the library (hit frequency here may not be typical).
